KB-3-1 tox = qHTS assay for MDR1-selective chemotherapeutics: Primary screen using the parental adenocarcinoma cell KB-3-1 | AID 1347075, 2019 | actives 1.4% (n = 400,000) | KB-3-1 viability, CellTiter-Glo ATP luminescence, 72 h | Potency, µM (top dose mostly 46.1 µM), inactives show top-dose activity change, negative = cytotoxic, hits mostly cytotoxic; further: on the % scale 0 is the no-effect control and ±100 the full control effect; nearly all actives have a fitted effect of over 60% in size
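Cytotoxicity in the drug-sensitive parental line KB-3-1 was scored as loss of CellTiter-Glo luminescence following 72 h incubation with compound. Values come from curve fitting of normalized concentration-response data.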
SW480 rereplic = A quantitative high throughput screen for small molecules that induce DNA re-replication in SW480 colon adenocarcinoma cells | SW480 DNA re-replication, Hoechst DNA content imaging, 48 h | Potency, µM (titrated, usually from 46.1 µM), without a hit: at the top dose re-replication activation, usual class: activators | actives 1.8% (n = 340,000); further: % of control where 0% means no effect; nearly all actives have a fitted effect of over 55% in size
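Quantitative HTS format with DMSO vehicle controls; 48 hr drug incubation at 37 C, then 40 min Hoechst staining and scanning imager measurement at 405 nm excitation.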
HT1080NT lethal = qHTS for induction of synthetic lethality in tumor cells producing 2HG: qHTS for the HT-1080-NT fibrosarcoma cell line | actives 1.6% (n = 360,000) | Potency, µM (highest dose often 46.1 µM), without a hit: top-dose activity, negative = less viability, hits mostly cytotoxic | HT-1080-NT fibrosarcoma viability, CellTiter-Glo ATP luminescence, 48 h;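 further: NT is the 2HG producing partner of a matched IDH1 knockdown line; 0% = DMSO-treated cells and -100% = media-only wells without cells; nearly all actives have a fitted effect of over 55% in size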
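Toxicity toward the 2HG-producing NT line was scored as %Activity, normalised to DMSO and no-cell wells, from CellTiter-Glo luminescence after 48 hours' treatment.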
GLP1R cytotox = qHTS of GLP-1 Receptor Inverse Agonists: Cytotox Screen. HEK293 cAMP-luciferase reporter cells, luminescence, 24 h. Potency, µM (doses to about 38.3 µM), for inactives: at the top dose activity change, negative = inhibition, usual class: inhibitors. actives 0.13% (n = 410,000). AID 624418, 2012;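 further: loss of luciferase light is scored as toxicity; on the % scale 0 is the no-effect control and ±100 the full control effect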
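Compound-treated cells are incubated 24 hr at 37 deg C under 5% CO2 after a 12 hour attachment period, then luciferase detection reagent is added and luminescence is measured following 12 min at room temperature; lowered signal indicates toxicity.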
GLP1R inv ag = qHTS of GLP-1 Receptor Inverse Agonists (Inhibition Mode). HEK293 GLP-1R CRE-luciferase, luminescence, 24 h; GLP-1R form is constitutively active. AID 624417, 2012. actives 1.6% (n = 410,000). Glucagon-like peptide 1 receptor (Homo sapiens), P43220. Potency, µM (doses to about 38.3 µM), for the others: at the top dose activity change, negative = inhibition, most hits filed as inhibitors; further: on the % scale 0 is the no-effect control and ±100 the full control effect; nearly all actives have a fitted effect of over 55% in size
Target sequence (P43220 whole entry, looked up): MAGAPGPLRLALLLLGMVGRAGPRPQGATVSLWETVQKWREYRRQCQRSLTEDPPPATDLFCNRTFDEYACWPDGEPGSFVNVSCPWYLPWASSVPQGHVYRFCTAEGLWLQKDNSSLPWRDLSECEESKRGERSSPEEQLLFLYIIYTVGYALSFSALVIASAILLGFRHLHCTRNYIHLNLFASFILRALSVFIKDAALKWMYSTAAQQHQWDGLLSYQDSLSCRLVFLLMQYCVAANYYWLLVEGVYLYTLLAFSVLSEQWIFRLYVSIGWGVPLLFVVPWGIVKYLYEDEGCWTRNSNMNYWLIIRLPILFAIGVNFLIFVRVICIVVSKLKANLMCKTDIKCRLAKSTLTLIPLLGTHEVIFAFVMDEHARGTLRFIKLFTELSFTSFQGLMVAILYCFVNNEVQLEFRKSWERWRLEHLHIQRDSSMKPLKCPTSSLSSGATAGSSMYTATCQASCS
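Using stably transfected HEK293 (constitutively active GLP-1R, cAMP-luciferase reporter), compounds were incubated 24 hr and luciferase measured by luminescence.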
KB-V1 MDR tox = qHTS assay for MDR1-selective chemotherapeutics: Primary screen using the drug-selected MDR subline cells KB-V1; KB-V1 MDR cells viability, CellTiter-Glo, 72 h; Potency, µM (doses to about 46.1 µM), for inactives: top-dose activity change, negative = cytotoxicity, usual class: cytotoxic; actives 3.4% (n = 400,000); AID 1347076, 2019; further: on the % scale 0 is the no-effect control and ±100 the full control effect; nearly all actives have a fitted effect of over 60% in size
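Readout: CellTiter-Glo luminescence, 10 min after addition. Cells: KB-V1 MDR subline, 72 h at 37 degrees C with compound. Analysis: corrected, normalized data fitted to concentration-effect curves.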
TDP43 rescue = qHTS of TDP-43 Inhibitors; TDP-43 expressing yeast growth rescue, BacTiter-Glo, 24 h; Potency, µM (top dose mostly 46.1 µM), inactives show top-dose growth rescue (activation), actives largely listed as activators; actives 1.8% (n = 410,000); further: % of control where 0% means no effect; nearly all actives have a fitted effect of over 50% in size
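Luminescence from BacTiter-Glo reports growth of TDP-43-expressing yeast after 24 hr at 30 deg C with compound. Cells were raffinose-pregrown to mid-log, then seeded in galactose medium at OD600=0.02.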
GLP-1R agonist = qHTS of GLP-1 Receptor Agonists; Glucagon-like peptide 1 receptor (Homo sapiens), P43220; HEK293 GLP-1R CRE-luciferase, luminescence, 4-6 h; cells express a hypersensitive GLP-1R form; Potency, µM (doses to about 45.6 µM), for the others: at the highest dose activation, hits mostly activators; actives 0.007% (n = 380,000); AID 624172, 2012; further: % of control where 0% means no effect
HT1080 IDH1KD tx = qHTS for induction of synthetic lethality in tumor cells producing 2HG: qHTS for the HT-1080-IDH1KD cell line; AID 686971, 2013; Potency, µM (titrated, usually from 46.1 µM), for the others: at the top dose activity, negative = toxicity, hits mostly cytotoxic; HT-1080 IDH1 knockdown viability, ATP luminescence, 48 h; actives 2% (n = 360,000);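 further: 0% = DMSO wells and -100% = cell-free medium wells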
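% activity derives from luminescence (CellTiter-Glo), normalised to DMSO and no-cell wells. HT-1080-IDH1KD cells, 750/well, had 48 h compound exposure at 37 °C.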
The depositor's hits bear a star; u = inconclusive; x = no result given; & = joins results of further samples; [ ] = remark or other dose. The call rests on the fitted dose curve; in most records, active means well fitted curve in the direction sought with a large enough effect; inconclusive means small, poorly fitted or top-dose-only effect, or another doubt; inactive means no such curve, though single readings can be large; an effect the other way counts as inactive or inconclusive. Potency means the concentration at half of the fitted maximal effect.

SMILES	KB-3-1 tox	SW480 rereplic	HT1080NT lethal	GLP1R cytotox	GLP1R inv ag	KB-V1 MDR tox	TDP43 rescue	GLP-1R agonist	HT1080 IDH1KD tx
Cc1cccnc1NC(=O)Nc1ccc(Cl)cc1	-10%	u	2%	0%	-1%	-7%	23%	1%	1%
Cc1ccccc1CN(c1ccc(C(=O)NCC2CCCO2)cc1)S(C)(=O)=O (stereo not given)	2%	-5%	4%	-16%	-6%	-20%	10%	-8%	2%
NC(=O)C(c1ccccc1)C1CCCCC1 (stereo not given)	-22%	-1%	1%	0%	u	2%	-8%	6%	-8%
O=C(O)/C=C\C(=O)Nc1ccccc1N1CCN(c2ccccc2)CC1	0%	2%	4%	5%	13%	-10%	u	1%	0%
COCC(=O)Nc1ccccc1NC(C)=O	3%	-3%	16%	-7%	-4%	8%	2%	-4%	10%
COC(=O)c1nccnc1C(=O)Nc1ccccc1N1CCOCC1	-25%	1%	1%	-14%	11%	1%	-9%	-1%	1%
COc1ccc(CN(C)C(=O)c2cccc(S(=O)(=O)N3CCN(c4ccccc4)CC3)c2)c(OC)c1OC	u	0%	u	3%	u	u	21%	13%	-13%
Cc1cc(S(=O)(=O)NCCN2CCOCC2)ccc1Cl	0%	1%	15%	0%	18%	2%	-21%	10%	4%
Cc1cccc(NC(=S)NNC(=O)c2ccccc2OC(F)F)c1	u	-7%	3%	6%	5%	16µM*	u	-1%	-3%
COCCCn1cc(CN2CC(N3CCN(C)CC3)CS2(=O)=O)nn1 (stereo not given)	8%	x	23%	6%	26%	-6%	7%	-5%	0%
C[C@]12c3[nH]c4ccc(Cl)cc4c3CCN1C(=O)[C@@H](CC(=O)NCc1cccc(C(F)(F)F)c1)C[C@@H]2C(=O)N1CCCCC1	0%	u	5%	-6%	u	0%	u	-5%	6%
COc1ccccc1N(C)S(=O)(=O)c1ccc(C(=O)OCC(=O)Nc2ccc(C(N)=O)cc2)cc1	1%	0%	1%	3%	-20%	15%	24%	2%	-9%
O=C(Nc1ccc(Cl)c(Cl)c1)Nc1ccccn1	5%	-15%	15%	3%	12%	3%	18%	7%	5%
Oc1ccc2ccccc2c1CN1CCN(C/C=C/c2ccccc2)CC1	-3%	u	-7%	7%	u	0%	5%	-7%	3%
CC1CCN(CCCNC(=O)C2CCC(CNS(=O)(=O)c3ccccc3)CC2)CC1 (stereo not given)	-23%	6%	20%	9%	-7%	12%	6%	-2%	14%
COc1ccccc1-c1nc2ccccc2c(=O)n1O	1%	-4%	18%	1%	-2%	17%	1%	-1%	13%
CC1=CC(=O)C(C(C)C)=CC1=NC(=O)c1ccc(C)cc1	2%	6%	6%	-11%	3%	8%	12%	12%	3%
O=C(NCCCN1CCOCC1)c1ccc(Sc2ccc(F)cc2)c([N+](=O)[O-])c1	-20%	-10%	3%	-8%	-64%	23µM*	-6%	18%	2%
COc1ccc(OCc2cc(C(=O)N3CCC(c4ccccc4)CC3)no2)c(Cl)c1	-7%	u	-5%	-3%	u	u	-27%	3%	-4%
Cc1c(C(=O)Nc2ccccc2F)sc2ncn(CC(=O)N3CCOCC3)c(=O)c12	24%	10%	21%	3%	0%	-1%	0%	7%	11%
CC(=O)NC(Cc1ccc(C)cc1)C(=O)NC1CCN(C(=O)NCc2ccccc2)CC1 (stereo not given)	10%	-7%	18%	9%	3%	15%	-6%	4%	2%
CCC1CN(C(=O)N2CCC(C(=O)NCc3cccc(OC)c3OC)CC2)c2cc(C)ccc2O1 (stereo not given)	-3%	16%	0%	-2%&-15%	u	u	-11%&-3%	7%	3%
COCCN(C(=O)CSc1nnc(-c2ccccc2F)o1)c1c(N)n(Cc2ccccc2)c(=O)[nH]c1=O	4%	x	10%	-17%	1%	9%	17%	16%	9%
O=C(Nc1ccccc1-c1ccccc1)C12CC3CC(CC(C3)C1)C2	-14%	-1%	-20%	1%	2µM*	u	5%	2%	u
COc1ccc(S(=O)(=O)N2CCC(C(=O)Nc3nnc(C)s3)CC2)cc1OC	1%	-6%	-1%	1%	7%	-1%	-1%	-11%	-6%

Whole records, quoted from the list:
Profile of Cc1cccnc1NC(=O)Nc1ccc(Cl)cc1 : KB-3-1 tox: -10%; SW480 rereplic: u; HT1080NT lethal: 2%; GLP1R cytotox: 0%; GLP1R inv ag: -1%; KB-V1 MDR tox: -7%; TDP43 rescue: 23%; GLP-1R agonist: 1%; HT1080 IDH1KD tx: 1%
Profile of O=C(Nc1ccccc1-c1ccccc1)C12CC3CC(CC(C3)C1)C2 : KB-3-1 tox: -14%; SW480 rereplic: -1%; HT1080NT lethal: -20%; GLP1R cytotox: 1%; GLP1R inv ag: 2µM*; KB-V1 MDR tox: u; TDP43 rescue: 5%; GLP-1R agonist: 2%; HT1080 IDH1KD tx: u
Profile of C[C@]12c3[nH]c4ccc(Cl)cc4c3CCN1C(=O)[C@@H](CC(=O)NCc1cccc(C(F)(F)F)c1)C[C@@H]2C(=O)N1CCCCC1 : KB-3-1 tox: 0%; SW480 rereplic: u; HT1080NT lethal: 5%; GLP1R cytotox: -6%; GLP1R inv ag: u; KB-V1 MDR tox: 0%; TDP43 rescue: u; GLP-1R agonist: -5%; HT1080 IDH1KD tx: 6%

The main list resumes, starting 2 compounds before the break.
SMILES	KB-3-1 tox	SW480 rereplic	HT1080NT lethal	GLP1R cytotox	GLP1R inv ag	KB-V1 MDR tox	TDP43 rescue	GLP-1R agonist	HT1080 IDH1KD tx
O=C(Nc1ccccc1-c1ccccc1)C12CC3CC(CC(C3)C1)C2	-14%	-1%	-20%	1%	2µM*	u	5%	2%	u
COc1ccc(S(=O)(=O)N2CCC(C(=O)Nc3nnc(C)s3)CC2)cc1OC	1%	-6%	-1%	1%	7%	-1%	-1%	-11%	-6%
CCc1nc2ccc(C(=O)N3CCN(S(=O)(=O)CC)CC3)cn2c1N(CC)CCOC	13%	x	17%	2%	14%	-1%	27%	-5%	u
Cc1c(C(=O)OCc2nc3ccsc3c(=O)[nH]2)oc2ccccc12	12%	-7%	12%	5%	19%	u	u	12%	-4%
CC(C)(C)c1ccc(OCCC(=O)Nc2ccc(N3CCOCC3)cc2N2CCOCC2)cc1	-22%	u	u	-16%	u	0%	8%	11%	u
COc1ccc(S(=O)(=O)NC(C)C(=O)NCCN2CCOCC2)cc1Cl (stereo not given)	4%	-2%	-5%	14%	-5%	2%	0%	0%	1%
Cc1cc(F)cc(-c2cc(C(=O)NCc3ccccn3)[nH]n2)c1	0%	x	u	-5%	-1%	-5%	3%	-2%	20%
O=C(NCC(=O)N(c1ccc(F)cc1)C(C(=O)NC1CCCC1)c1ccncc1)c1ccco1 (stereo not given)	-5%	-2%	21%	1%	-27%	-11%	-6%	3%	34%
CCOc1cc(N2CCOCC2)c(OCC)cc1NC(=O)C(C)C	10%	-23%	20%	6%	38%[activator]	-3%	-11%	17%	19%
CCCC(=O)Nc1nnc(S(=O)(=O)N(CC)c2ccc(OC)cc2)s1	16%	-3%	-16%	12%	-2%	-2%	9%	2%	-22%
C=CCc1ccc(OCCCOc2ccc(C)cc2OC)c(OC)c1	2%	-1%	17%	-3%	7%	0%	-4%	-2%	20%
CC(Sc1nnnn1-c1ccccc1)C(=O)Nc1ccccc1-c1ccccc1 (stereo not given)	-1%	-2%	-6%	-2%	u	-21%	u	14%	-3%
COC(=O)N/N=C/c1cc([N+](=O)[O-])cc(Br)c1O	2%	-5%	-29%	u	-10%	-7%	u	-1%	-7%
Cn1c(N)c(C(=O)c2ccccc2)c(=O)n(C)c1=O	2%	-9%	11%	-4%	5%	13%	1%	-5%	9%
CC(C)(C)C(=O)Nc1ccc(C(=O)N/N=C/C2CC3C=CC2C3)cc1 (stereo not given)	-18%	10%	-3%	-6%	-7%	-22%	-16%[9.22 µM]	3%	-1%
CCOC(=O)C1=C(C)N(c2ccc(OCC)cc2)C(=O)/C1=C\c1ccco1	-7%	17%	0%	2%	-9%	-14%	0%	7%	u

Of the compounds above, these have a furan ring, fused or not:
SMILES	KB-3-1 tox	SW480 rereplic	HT1080NT lethal	GLP1R cytotox	GLP1R inv ag	KB-V1 MDR tox	TDP43 rescue	GLP-1R agonist	HT1080 IDH1KD tx
Cc1c(C(=O)OCc2nc3ccsc3c(=O)[nH]2)oc2ccccc12	12%	-7%	12%	5%	19%	u	u	12%	-4%
O=C(NCC(=O)N(c1ccc(F)cc1)C(C(=O)NC1CCCC1)c1ccncc1)c1ccco1 (stereo not given)	-5%	-2%	21%	1%	-27%	-11%	-6%	3%	34%
CCOC(=O)C1=C(C)N(c2ccc(OCC)cc2)C(=O)/C1=C\c1ccco1	-7%	17%	0%	2%	-9%	-14%	0%	7%	u
